Screening data (PubChem)
FBW7 activator: activators of human E3 ligase FBW7; Q969H0; normalized activity (activation), % at 26.1 µM; AlphaScreen FBW7–phospho-cyclin E peptide binding, activator screen; 650,000 tested, 0.13% active; AID 1259310; in the data active means normalized activity above about 1.9%;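 further: purified mutant Fbw7 with reduced substrate affinity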
Target sequence (Q969H0 whole entry, looked up): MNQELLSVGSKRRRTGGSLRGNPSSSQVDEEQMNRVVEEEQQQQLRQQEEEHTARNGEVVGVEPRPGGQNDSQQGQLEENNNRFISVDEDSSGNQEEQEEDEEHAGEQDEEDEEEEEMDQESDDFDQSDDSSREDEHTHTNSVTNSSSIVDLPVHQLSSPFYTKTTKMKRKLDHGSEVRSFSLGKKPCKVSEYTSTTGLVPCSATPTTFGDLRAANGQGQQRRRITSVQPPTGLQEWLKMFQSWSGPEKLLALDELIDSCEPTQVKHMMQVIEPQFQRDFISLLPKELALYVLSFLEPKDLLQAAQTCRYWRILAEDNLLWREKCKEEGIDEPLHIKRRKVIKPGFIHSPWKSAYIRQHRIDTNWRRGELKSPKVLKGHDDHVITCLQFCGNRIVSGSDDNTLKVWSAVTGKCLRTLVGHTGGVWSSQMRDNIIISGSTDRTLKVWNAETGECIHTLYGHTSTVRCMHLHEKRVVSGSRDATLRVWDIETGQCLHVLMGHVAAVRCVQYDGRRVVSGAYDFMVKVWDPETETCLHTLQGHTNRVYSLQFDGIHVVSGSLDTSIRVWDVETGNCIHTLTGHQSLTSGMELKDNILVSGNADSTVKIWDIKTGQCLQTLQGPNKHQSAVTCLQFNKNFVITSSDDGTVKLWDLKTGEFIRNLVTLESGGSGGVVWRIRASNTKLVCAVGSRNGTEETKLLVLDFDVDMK
TEAD-YAP block: TEAD-YAP interaction inhibition. inhibition, % at 9.12 µM. 640,000 tested, 1.4% active. HEK-TIYL cells, TEAD-Gal4/YAP UAS-luciferase luminescence; in the data active means inhibition above about 32%;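 further: 0% = median of test compound wells and 100% = reference inhibitor wells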
MITF inh: blocks human microphthalmia-associated transcription factor; O75030; AlphaScreen MITF homodimerization, bead proximity signal; inhibition, % at 2.6 µM; 650,000 tested, 0.91% active; AID 1259374; in the data active means inhibition above about 50%;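 further: 0% = vehicle wells with protein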
GPR151 ag: activates the human receptor GPR151; PathHunter beta-arrestin GPR151 cells, luminescence; AID 1508602; activation, % at 11.2 µM; 650,000 tested, 1% active; in the data active means activation above about 4.9%;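 further: 0% = median of compound wells and 100% = cells with positive control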
Target sequence (Q8TDV0 whole entry, looked up): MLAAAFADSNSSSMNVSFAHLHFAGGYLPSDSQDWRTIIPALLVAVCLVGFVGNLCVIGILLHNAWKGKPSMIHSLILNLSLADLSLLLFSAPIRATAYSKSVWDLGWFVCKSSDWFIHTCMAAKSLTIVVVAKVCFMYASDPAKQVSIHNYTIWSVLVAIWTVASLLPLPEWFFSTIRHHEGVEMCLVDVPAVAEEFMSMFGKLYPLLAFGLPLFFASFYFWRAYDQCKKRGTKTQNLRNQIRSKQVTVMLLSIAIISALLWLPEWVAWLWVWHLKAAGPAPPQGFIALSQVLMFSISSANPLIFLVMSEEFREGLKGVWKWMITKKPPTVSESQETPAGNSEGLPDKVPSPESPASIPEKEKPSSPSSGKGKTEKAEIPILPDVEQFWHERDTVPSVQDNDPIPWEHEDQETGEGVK
* hit, by the source's call; & = joins results of further samples. Not a hit list. About 3.4% of those tested had a hit in this group.

cpd | smiles | FBW7 activator | TEAD-YAP block | MITF inh | GPR151 ag
1 | O=C(c1ccc(F)cc1)N1CCN(S(=O)(=O)c2ccc(Br)cc2)CC1 | 0.1 | -6.8 | 8.0 | 1.4
2 | O=C1C2C3C=CC(C3)C2C(=O)N1Cc1ccco1 (centres undefined) | -0.1 | -11.7 | -17.2 | 0.8
3 | Cc1cc(C)cc(OCC(=O)OCc2c(C)noc2C)c1 | 0.2 | -1.1 | 8.8 | 1.5
4 | O=C(Cn1c(=O)c(C(F)(F)F)nc2ccccc21)NCc1ccccn1 | 0.2 | -1.2 | -9.7 | 0.1
5 | O=C(NC(=S)Nc1cc(S(=O)(=O)N2CCCC2)ccc1Cl)c1ccco1 | -0.1 | 0.7 | -1.1 | 1.0
6 | CCc1ccc(Nc2nnc(-c3cc4cc(OC)ccc4oc3=O)s2)cc1 | -0.1 | -3.1 | -0.4 | 2.4
7 | Cc1cccc(NC(=O)C(CC(C)C)N2C(=O)c3ccccc3C2=O)c1 (centres undefined) | 0.1 | 0.8 | -13.2 | -0.3
8 | CC(=O)n1c2c(c3ccccc31)OC(N)=C(C#N)C2c1ccc(Cl)cc1 (centres undefined) | -0.1 | 0.6 | 3.0 | -0.6
9 | CCN1CCN(C(=O)CCS(=O)(=O)Cc2ccccc2Cl)CC1 | 0.1 | 6.8 | 4.4 | 0.5
10 | COc1ccc(/C=C2/Sc3ccc(C(=O)O)cc3NC2=O)cc1 | 0.0 | 7.0 | -1.1 | -1.0
11 | CCOC(=O)C(=C/C(C)=C/c1cccnc1)C(=O)OCC | -0.2 | -15.8 | -15.1 | 0.3
12 | O=C(NCC1CCCN(Cc2ccncc2)C1)c1ccc(F)cc1 (centres undefined) | -0.1 | 2.5 | 10.4 | 0.0
13 | Cc1ccccc1OCc1nc2c3ccccc3nc(=S)n2[nH]1 | -0.3 | -9.8 | -10.8 | -0.8
14 | COC(=O)Cn1c(=O)n(Cc2ccco2)c2ncccc21 | -0.1 | 5.8 | 4.1 | -0.7
15 | Cc1ccc(NC(=O)c2sc3nc(C)nc(N4CCCCC4)c3c2C)c(Br)c1 | -0.1 | -7.5 | 3.2 | 1.6
16 | CCOC(=O)Nc1ccc2c(COC(=O)c3cnc(Cl)c(Cl)c3)cc(=O)oc2c1 | -0.2 | 5.8 | -2.8 | 0.9
17 | COCCNC(=O)CN(Cc1ccccc1)S(=O)(=O)c1ccc(C)cc1 | -0.3 | -3.0 | -1.1 | 0.8
18 | CCCNC(=O)C(=O)NCCc1c[nH]c2ccccc12 | 0.4 | 3.4 | -4.4 | -0.4
19 | CCOC(=O)c1cc(NC(=O)c2ccccc2)c(=O)oc1C | 0.0 | -47.1 | 0.0 | -2.9
20 | COc1ccc(S(=O)(=O)Nc2ccccc2C(=O)NC(C)C)c(Cl)c1Cl | 0.2 | 2.9 | -0.7 | 1.0
21 | COC(=O)c1[nH]c2ccc(C)cc2c1NC(C)=O | -0.2 | -3.4 | 6.5 | 0.8
22 | O=C1Nc2ccc(S(=O)(=O)ON3C(=O)c4cccc5cccc(c45)C3=O)c3cccc1c23 | -0.1 | -3.2 | 19.7 | 2.2
23 | COc1ccc(N(C(=O)c2ccc(Br)cc2)S(=O)(=O)c2ccc(C)cc2)cc1 | 0.0 | 4.0 | -3.2 | 0.0
24 | O=C(CCC1CCCN(C(=O)c2cc3ccccc3oc2=O)C1)NCc1ccccc1F (centres undefined) | 0.2 | -16.6 | 8.3 | 0.5
25 | CN1CCN(C(=O)c2ccc3c(Cl)c4c(nc3c2)CCCC4)CC1 | -0.1 | -6.0 | 4.8 | -0.5
26 | CCC1(C)Cc2c(sc(N)c2C(=O)O)CO1 (centres undefined) | -0.2 | -3.1 | 14.6 | 0.1
27 | CNC(=O)c1c(NC(=O)c2ccccc2F)sc2c1CCCC2 | 0.1 | -5.0 | 2.1 | -0.8
28 | COc1cccc(NC(=O)Nc2c3ccccc3nc(=O)n2CC2CCCO2)c1 (centres undefined) | -0.1 | 5.4 | -2.5 | 0.7
29 | NC(=O)c1sc2nc3c(c(-c4cccs4)c2c1N)CCC3 | 0.0 | 44.4* | 2.8 | -0.7
30 | O=C(Cn1nc(C(=O)O)c2ccccc2c1=O)Nc1ccccc1Cc1ccccc1 | -0.2 | -3.2 | 1.9 | -1.4
31 | CC12CCC(C(N)=O)(c3nc4ccccc4nc31)C2(C)C (centres undefined) | 0.8 | 5.7 | -8.5 | -0.4
32 | O=C(O)CCCNS(=O)(=O)c1cccc2nsnc12 | 0.2 | -4.9 | -3.5 | 1.2
33 | COCCn1c(=O)n(CC(=O)N2CCCCCC2)c2cccnc21 | -0.3 | 1.0 | 0.1 | 0.0
34 | O=C(OCc1cc([N+](=O)[O-])cc2c1OCOC2)c1ccccc1I | -0.1 | -3.5 | 8.7 | -0.2
35 | CC1=C(C(=O)Nc2ccc(Br)cn2)C(c2ccccc2Cl)C2=C(CC(C)(C)CC2=O)N1 (centres undefined) | 0.1 | -3.9 | -9.6 | -1.4
36 | C/C(=C\C(=O)c1ccccc1)Nc1ccc(Cl)cc1 | 0.3 | 3.4 | 10.6 | 0.4
37 | COc1cc(OC)c(NC2=NS(=O)(=O)C(c3ccc(C)cc3)=C2C)cc1Cl | 0.0 | -4.7 | 3.7 | 0.2
38 | Cc1ccc(OCC(=O)Nc2ccc(N3CCN(C(=O)c4cccs4)CC3)cc2)cc1 | 0.6 | 1.1 | 12.4 | -0.5
39 | Cc1cccc(C(=O)Nn2c(-c3cccc(Cl)c3)nc3ccccc3c2=O)c1 | 0.3 | -0.6 | 4.8 | 0.1
40 | CC(C)C(C)/C=C/C(C)C1CCC2C3=CC=C4CC(O)CCC4(C)C3CCC21C (centres undefined) | 0.0 | -6.0 | 5.5 | 0.6
41 | Cc1csc2nc(-c3ccc(NS(=O)(=O)c4cccc(F)c4)cc3)cn12 | 0.1 | -14.9 | 12.7 | 1.5
42 | COc1ccc(C(CC(=O)O)NC(=O)c2ccccc2)cc1 (centres undefined) | 0.0 | 3.7 | 8.1 | -0.9
43 | OC1(c2ccc(F)cc2)COC2(CCN(c3c4c(nc5ncnn35)CCC4)CC2)C1 (centres undefined) | 0.3 | -5.2 | 1.2 | 1.5
44 | CCN(CC)S(=O)(=O)c1cc(C(=O)Nc2ccc(C)c(F)c2)ccc1F | 0.1 | -37.3 | 7.9 | -0.5
45 | COc1cc2c(cc1OC)C(COc1cccc(C(F)(F)F)c1)N(C(=O)c1ccc(S(=O)(=O)N(C)C)cc1)CC2 (centres undefined) | 0.0 | 12.7 | 7.5 | -0.4
46 | O=C(NCCN1CCOCC1)C12CC3CC(C1)CC(c1ccccc1)(C3)C2 | 0.0 | 13.5 | 10.0 | 0.0
47 | CC1=C(C(=O)OCC2CCCCC2)C(c2ccc(O)cc2)NC(=O)N1 (centres undefined) | -0.2 | 0.7 | -11.2 | 1.3
48 | CN1C2=C(C(=O)CC(C)(C)C2)C(c2ccc(OCc3cccc(F)c3)cc2)C2=C1CC(C)(C)CC2=O | 0.0 | -9.2 | -15.5 | 0.3
49 | Cc1c(C(=O)N2CCOCC2)sc(NC(=O)C2CC2)c1C#N | -0.1 | -11.7 | -1.4 | -0.6
50 | CC1CN(C(=O)COC(=O)c2ccc(I)cc2)CC(C)O1 (centres undefined) | 0.3 | 15.7 | 6.6 | -1.4

(list continues)
cpd | smiles | FBW7 activator | TEAD-YAP block | MITF inh | GPR151 ag
51 | O=C(CN1CCCCCCC1)N/N=C/c1ccc(Br)cc1 | -0.1 | -10.4 | 33.0 | -0.8
52 | NS(=O)(=O)c1cccc(NC(=O)c2cc(I)ccc2Cl)c1 | 0.7 | -1.0 | 6.8 | 1.1
53 | CS(=O)(=O)c1cccc(N2CCN(CC3CC3)C2=O)c1 | -0.1 | -13.0 | -0.4 | -0.7
54 | O=C(O)c1ccc[n+](CC(=O)c2ccccc2)c1 | 0.1 | -2.1 | -10.4 | 0.0
55 | CC(O)C(NC(=O)OCc1ccccc1)C(=O)N/N=C/c1ccc(Br)cc1 (centres undefined) | 0.1 | 2.5 | 21.7 | 0.0
56 | CCCN(CC1CC1)C(=O)Nc1ccccc1C | 0.0 | -2.2 | -4.3 | -0.3
57 | O=C(N/N=C/c1cccc([N+](=O)[O-])c1)C1CC(=O)N(c2ccc(Cl)cc2)C1 (centres undefined) | 0.2 | 12.9 | 7.6 | -0.1
58 | COc1ccc(S(=O)(=O)NCCNc2nc3cc(C)cc(C)c3cc2C#N)cc1 | 0.7 | -0.2 | 20.5 | -0.5
59 | OCc1ccc(-c2cnc3ccc(NCc4ccco4)nn23)cc1 | -0.2 | 21.3 | -16.1 | -0.1
60 | COCCNCC(=O)Nc1ccc(OC(F)(F)F)cc1 | -0.1 | -1.6 | -6.4 | 1.0
61 | N=c1oc2ccc(Br)cc2cc1-c1nc2ccccc2c(=O)[nH]1 | 0.0 | -2.8 | -9.0 | 2.1
62 | COc1ccc([N+](=O)[O-])cc1NC(=O)CC(c1ccccc1)c1ccccc1 | 1.5 | -3.6 | 25.2 | -2.4
63 | CC(=O)c1ccc(N=Cc2c(C)[nH]n(-c3ccccc3)c2=O)cc1 | 0.1 | -28.4 | -8.3 | 1.9
64 | COc1ccc(C2C(C(=O)NCc3ccc(F)cc3)c3cc(OC)c(OC)cc3C(=O)N2C)cc1OC (centres undefined) | 0.1 | -4.2 | 3.4 | 0.4
65 | O=C(OC1CCCCC1=O)c1ccc(S(=O)(=O)N2CCCCC2)cc1 (centres undefined) | -0.1 | -2.0 | 4.7 | -0.5
66 | CCOC(=O)c1ccc(CN(Cc2ccc(F)cc2)S(=O)(=O)c2ccc(F)c(C(=O)Nc3cccc(C)c3C)c2)cc1 | 0.0 | 5.6 | 25.6 | 0.8
67 | COc1ccc(C)cc1S(=O)(=O)NCc1ccco1 | 0.0 | -3.0 | -7.5 | -0.6
68 | O=C1C=CC(=NN2C(=O)c3ccccc3C2=O)C=C1 | 0.0 | -12.3 | -5.8 | -0.1
69 | COc1ccccc1NC(=O)CSc1nc(O)cc(=O)n1C | -0.1 | 3.3 | 10.1 | -0.3
70 | Cc1cccc(C)c1NC(=O)CSc1nnnn1-c1ccc(C(=O)O)cc1 | -0.1 | 2.0 | -3.3 | 3.0
71 | Cc1nonc1OC(C)CNCCNc1ccc([N+](=O)[O-])cc1 (centres undefined) | 0.1 | 5.8 | 11.0 | -0.4
72 | O=C(Cn1cc2c(n1)CCCC2)Nc1ccccc1Br | 0.7 | 11.7 | 1.2 | -0.7
73 | O=C(Nc1nc(-c2ccccn2)cs1)c1cccc(Oc2ccccc2)c1 | -0.1 | 37.1* | -1.8 | 2.0
74 | C#Cc1cccc(Nc2ncnc3cc(OCCOC)c(OCCOC)cc23)c1 | 0.0&0.1 | -1.8 | -11.6&12.6 | -0.6&-2.0
75 | O=C(Nc1nc(-c2ccc3ccccc3c2)cs1)c1ccco1 | -0.2 | -24.0 | 1.2 | 1.1
76 | Cc1cc(C(F)(F)F)n2nc(C(=O)N3CCc4nc(C)[nH]c(=O)c4C3)cc2n1 | 0.2 | -3.6 | 11.3 | 0.8
77 | Cc1cc(N2CCN(C(=O)c3ccc(F)cc3)CC2)c(F)cc1[N+](=O)[O-] | -0.3 | -0.1 | 4.8 | 0.1
78 | COC(=O)C(C)N1C(=O)S/C(=C/c2ccc(-c3ccc(C(=O)O)c(Cl)c3)o2)C1=O (centres undefined) | 0.0 | 0.0 | 1.8 | 0.6
79 | CCOc1ccccc1NC(=O)CSc1n[nH]c(=O)n1-c1ccccc1 | 0.1 | 1.1 | -4.4 | -1.2
80 | Cc1ccsc1/C=C1/SC(N2CCCC2)=NC1=O | -0.1 | -63.0 | -11.2 | -1.4
81 | O=C(Oc1cccc(OC(=O)c2ccccc2)c1OC(=O)c1ccccc1)c1ccccc1 | -0.1 | 6.2 | -2.1 | -2.0
82 | COc1ccc(CCN=C(N)NS(=O)(=O)c2cc(OC)ccc2OC)cc1 | 0.1 | 6.0 | -3.5 | 1.8
83 | Cc1nc2ccccc2n1CCc1noc(/C=C/c2ccccc2)n1 | 0.2 | 15.2 | 0.2 | 1.4
84 | O=C(Nc1cccc(-c2cc3ccccc3[nH]2)c1)C1CCN(CC2CCOC2)CC1 (centres undefined) | 0.2 | 4.0 | 2.2 | -0.5
85 | COc1ccc(C(=O)NC(C)c2ccc(Cl)cc2)cc1 (centres undefined) | -0.1 | -5.5 | 18.7 | 0.7
86 | O=C(CC1C(=O)NCCN1CC1CCCCC1)NCC1CCN(CCO)CC1 (centres undefined) | 0.2 | -1.4 | -8.8 | -1.3
87 | CC(CC(=O)Nc1ccc(S(=O)(=O)NC(C)(C)C)cc1)c1ccccc1 (centres undefined) | -0.1 | 6.0 | 8.6 | 0.3
88 | Oc1ccc(CCNc2nc(N3CCN(Cc4ccc5c(c4)OCO5)CC3)nc3nc[nH]c23)cc1 | -0.3 | 1.7 | 6.6 | 1.1
89 | CCCCOC(=O)C1C2C=CC3(CN(c4cccc(C)c4)C(=O)C13)O2 (centres undefined) | 0.1 | -3.3 | -11.0 | 0.8
90 | O=C(Nc1ccc2cn[nH]c2c1)c1ncoc1-c1cccs1 | 0.3 | -42.1 | 14.1 | 0.2
91 | CCOC(=O)CCN(Cc1ccc(F)cc1)S(=O)(=O)c1ccc(OC)cc1 | 0.0 | 3.2 | 1.1 | 1.4

Ordered by count of non-hydrogen atoms (low to high): part of the list above.
cpd | smiles | FBW7 activator | TEAD-YAP block | MITF inh | GPR151 ag
77 | Cc1cc(N2CCN(C(=O)c3ccc(F)cc3)CC2)c(F)cc1[N+](=O)[O-] | -0.3 | -0.1 | 4.8 | 0.1
84 | O=C(Nc1cccc(-c2cc3ccccc3[nH]2)c1)C1CCN(CC2CCOC2)CC1 (centres undefined) | 0.2 | 4.0 | 2.2 | -0.5
88 | Oc1ccc(CCNc2nc(N3CCN(Cc4ccc5c(c4)OCO5)CC3)nc3nc[nH]c23)cc1 | -0.3 | 1.7 | 6.6 | 1.1
